Rac1 wt modul = human Rac1 wildtype GTP binding, inhibitors and activators; P63000; 0.27% of 190,000 active; GST-Rac1 beads, fluorescent GTP binding, flow cytometry; actives lie on both sides; 0 = cold GTP competed, 100 = untreated; GTP binding activity (% of control), % at 10 µM; AID 757;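 active = GTP binding activity at least 20 points away from the 100% control level, either lower or higher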
Cdc42 wt GTP = modulators (inhibitors or activators) of GTP binding to human Cdc42 wildtype; P60953; GST-Cdc42 beads, Bodipy-GTP binding, flow cytometry; actives lie on both sides; percent activity (GTP binding), % at 10 µM; 0.2% of 190,000 active;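 active = percent activity GTP binding at least 20 points away from the 100% baseline, either down as inhibitor or up as activator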;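 also: median bead fluorescence of bound Bodipy-FL-GTP at 100 nM; 0% = excess unlabeled GTP control and 100% = no compound control; below 100% means less GTP binding so inhibitor and above means activator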
Target sequence (P60953 whole entry, looked up): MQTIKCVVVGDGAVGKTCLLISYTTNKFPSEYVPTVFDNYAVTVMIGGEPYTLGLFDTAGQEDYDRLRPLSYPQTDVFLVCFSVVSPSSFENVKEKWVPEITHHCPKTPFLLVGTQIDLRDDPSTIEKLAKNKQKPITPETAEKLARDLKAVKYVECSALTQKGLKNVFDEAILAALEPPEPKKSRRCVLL
Rab2 wt GTP = changes GTP binding to wildtype dog Rab2A, up or down; P61105; 0.19% of 190,000 active; GTP binding activity, % at 10 µM; GST-Rab2 wt beads, Bodipy-GTP binding, flow cytometry;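 active = GTP binding activity at least 20 points away from 100%, either lowered or raised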;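 also: 0% = beads with excess unlabeled GTP and 100% = no-compound control corrected for plate trend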
GSH bead fluor = compound fluoresces at 488/530 nm on GSH beads; GSH beads flow cytometry, compound fluorescence 488/530 nm; stronger effect = higher value; fluorescence (KMESF) at 10 µM; 0.25% of 190,000 active; AID 1776; in the data active = fluorescence above about 89;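 also: glutathione beads carrying GST-tagged Bcl family fusion proteins plus one bare bead set; values are compound well signal with DMSO vehicle wells as background; inactives centre near 16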
Mcl1-Bid inh = disrupts binding of human Mcl-1 to Bid peptide | inhibition, % at 21.7 µM | AID 1021 | Q07820 | TR-FRET Mcl-1/Bid-Dy647 peptide binding, 1536-well | 0.97% of 220,000 active;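 active = compounds that cut the binding signal by more than half at the single screening dose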;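 also: His-tagged Mcl-1 with europium anti-His antibody binding Bid BH3 peptide; 0% = Mcl-1 plus peptide wells and 100% = peptide-only wells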
Target sequence (Q07820 whole entry, looked up): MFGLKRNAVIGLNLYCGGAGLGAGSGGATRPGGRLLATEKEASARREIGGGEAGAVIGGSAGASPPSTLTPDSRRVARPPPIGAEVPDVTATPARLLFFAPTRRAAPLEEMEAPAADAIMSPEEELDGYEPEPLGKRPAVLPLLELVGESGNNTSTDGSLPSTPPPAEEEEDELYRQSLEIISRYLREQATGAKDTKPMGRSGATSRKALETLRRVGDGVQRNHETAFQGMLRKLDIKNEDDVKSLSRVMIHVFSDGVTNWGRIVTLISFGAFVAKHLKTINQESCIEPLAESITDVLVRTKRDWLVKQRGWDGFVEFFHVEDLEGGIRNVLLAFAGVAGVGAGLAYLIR
Mcl1-Noxa inh = disrupts binding of human Mcl-1 to Noxa peptide; TR-FRET Mcl-1/Noxa peptide binding, 2 h; inhibition, % at 21.7 µM; 1.5% of 220,000 active; AID 1022;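 active = compounds that cut the protein-peptide binding signal by more than 50% relative to plate controls in a single-dose test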;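 also: His-tagged Mcl-1 with rhodamine Noxa BH3 peptide and terbium anti-His antibody; 0% = Mcl-1 plus Noxa peptide wells and 100% = peptide-only wells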
Rac1 act GTP bind = modulators of GTP binding to human Rac1 activated mutant; P63000; GST-Rac1 activated beads, fluorescent GTP binding, flow cytometry; actives lie on both sides; 100% means binding = to untreated wells; percent activity (GTP binding), % at 10 µM; 0.11% of 190,000 active; AID 764;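 active = GTP binding at least 20 percentage points away from the 100% baseline, in either direction, so actives lie on both sides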
HRas wt GTP = human HRas wildtype GTP binding, change in either direction; P01112; GST-Ras wt beads, Bodipy-FL-GTP binding, flow cytometry; actives lie on both sides; GTP binding activity, % at 10 µM; 0.14% of 190,000 active;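 active = GTP binding activity at least 20% away from the 100% baseline, either lowered as inhibitor or raised as activator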;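 also: 0% = unlabeled GTP competition control and 100% = no-compound control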
Target sequence (P01112 whole entry, looked up): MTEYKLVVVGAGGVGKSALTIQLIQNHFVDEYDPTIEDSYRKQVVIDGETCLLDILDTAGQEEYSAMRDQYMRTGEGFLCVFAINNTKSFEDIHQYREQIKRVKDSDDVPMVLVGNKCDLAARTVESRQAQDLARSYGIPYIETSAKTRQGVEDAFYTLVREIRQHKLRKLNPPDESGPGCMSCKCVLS
Rab7 wt modul = modulators of GTP binding to dog Rab7 wildtype GTPase | GST-Rab7 beads, fluorescent GTP binding, flow cytometry; actives lie on both sides; untreated = 100%, excess cold GTP = 0% | GTP binding activity (percent of control), % at 10 µM | 0.055% of 190,000 active;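 active = fluorescent GTP binding to Rab7 beads changed by at least 20 points from the 100% baseline, either direction, mostly lower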;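 also: median green fluorescence of bound Bodipy-FL-GTP per Rab7 bead population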
Avidin bead fluor = compound fluoresces at 488/530 nm on avidin beads; compound fluorescence 488/530 nm, flow cytometry; stronger effect = higher value; fluorescence (KMESF) at 10 µM; 0.38% of 220,000 active; in the data active = fluorescence above about 47; also: inactives centre near 10
Pf gamet viab = kills late stage P. falciparum gametocytes | P. falciparum stage V gametocytes, ATP luminescence, 24 h | inhibition, % at 10.9 µM | 0.065% of 150,000 active | AID 743093;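 active = inhibition above the mean plus 3 SD of compounds within the control limits, set per campaign, cut at about 38% in these data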;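 also: 0% = DMSO wells and 100% = medium only without gametocytes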
An asterisk follows results filed as active; · = no result given.

SMILES | Rac1 wt modul | Cdc42 wt GTP | Rab2 wt GTP | GSH bead fluor | Mcl1-Bid inh | Mcl1-Noxa inh | Rac1 act GTP bind | HRas wt GTP | Rab7 wt modul | Avidin bead fluor | Pf gamet viab
CC(C)c1ccc(N(C(=O)c2csnn2)C(C(=O)NC(C)(C)C)c2cccnc2)cc1 (stereo not given) | 97 | 94 | 97 | 9 | -7 | -3 | 93 | 98 | 103 | 29 | 10
O=C(O)c1ccc(Nc2nc(-c3cc4ccccc4oc3=O)cs2)cc1O | 79* | 84 | 87 | 17 | -87 | 97* | 88 | 87 | 94 | 9 | -3
Cc1cccc2c1-c1sc(C(=O)Nc3cccc([N+](=O)[O-])c3C)cc1CO2 | 103 | 101 | 100 | 22 | 0 | 6 | 98 | 100 | 100 | 11 | -8
CCOCCCNC(=O)C1CCC(=O)N1CCc1ccccc1 (stereo not given) | 104 | 102 | 101 | 6 | -27 | -8 | 100 | 102 | 101 | 11 | ·
O=C(NCC1CCCO1)C(=O)NCC(c1ccco1)N1CCN(c2ccc(F)cc2)CC1 (stereo not given) | 103 | 100 | 99 | 4 | -49 | -7 | 100 | 100 | 98 | 10 | -5
CCN(CC)c1ccc(C(=O)N/N=C(\C)c2ccc(OC)c(OC)c2)cc1 | 104 | 103 | 99 | 19 | -11 | 9 | 97 | 100 | 103 | 14 | -11
CCNC(=O)c1ccc(-n2nc(C(F)(F)F)c3c2CCCC3)cc1 | 106 | 102 | 103 | 13 | 13 | 12 | 100 | 103 | 103 | 8 | ·
Cc1ccc2ncccc2c1N | 102 | 101 | 100 | 13 | -24 | 7 | 99 | 100 | 105 | 6 | ·
Cc1ccc(-n2c(-c3ccncc3)n[nH]c2=S)cc1C | 94 | 93 | 90 | 26 | -55 | -2 | 90 | 91 | 92 | 5 | ·
COc1cc(NC(=O)COC(=O)c2nc3nc(C)cc(C)n3n2)cc(OC)c1 | 103 | 102 | 100 | 24 | -50 | 4 | 101 | 100 | 102 | 5 | ·
Cc1ccc(C)n1-c1ccc(C(=O)NCc2ccncc2)cc1 | 97 | 95 | 98 | 8 | -46 | 24 | 96 | 97 | 97 | 11 | -17
COc1ccc(NC(=S)N2C3CCC2CC(NC(=O)NC24CC5CC(CC(C5)C2)C4)C3)c(OC)c1 (stereo not given) | 102 | 104 | 100 | 31 | -8 | 6 | 99 | 101 | 100 | 7 | 2
CCOc1ccccc1NS(=O)(=O)c1ccc(OC)c(OC)c1 | 111 | 106 | 102 | 27 | -12 | 9 | 100 | 100 | 100 | 31 | -15
CCN(CC)CCN(C(=O)c1ccc(N2C(=O)CCC2=O)cc1)c1nc2cc3c(cc2s1)OCO3 | 91 | 89 | 95 | 9 | -7 | 59* | 92 | 92 | 101 | 3 | 13
Cc1ccc(S(=O)(=O)C(C#N)c2nc3ccccc3nc2OCCO)cc1 (stereo not given) | 93 | 91 | 92 | 17 | -15 | 35 | 92 | 92 | 101 | 9 | ·
N/C(=N\N=C\c1cccs1)SC1CC(=O)N(c2cccc([N+](=O)[O-])c2)C1=O (stereo not given) | 95 | 89 | 89 | 14 | 45 | 30 | 88 | 92 | 91 | 13 | 16
CN(C)S(=O)(=O)c1cccc(NC(=O)CN2C(=O)NC(CCc3ccccc3)C2=O)c1 (stereo not given) | 103 | 101 | 100 | 19 | -2 | 6 | 95 | 96 | 101 | 14 | -8
COc1ccccc1N1CCN(C2=CC(=O)CCC2)CC1 | 104 | 104 | 101 | 9 | -57 | 27 | 102 | 104 | 98 | 14 | ·
CCOC(=O)NCCc1c(C)nc2c(c(C)nn2C(C)(C)C)c1C | 101 | 97 | 98 | 36 | -6 | 30 | 96 | 100 | 99 | 18 | ·
CCOC(=O)Cc1nnc(NC(=O)COc2ccc(F)cc2)s1 | 98 | 98 | 96 | 48 | -33 | 10 | 96 | 97 | 97 | 9 | 14
CCn1c(-c2ccc([N+](=O)[O-])cc2)n[nH]c1=S | 100 | 102 | 100 | 13 | -30 | -2 | 100 | 102 | 99 | 7 | ·
CCCCNC(=O)c1cc2c(=O)n3cccc(C)c3nc2n(Cc2ccccc2)c1=N | 104 | 105 | 99 | 28 | -4 | 11 | 99 | 104 | 102 | 13 | -6
CCOC(=O)CCSc1nc(C)c2cc(C)c(C)cc2n1 | 98 | 95 | 97 | 17 | -9 | -11 | 99 | 98 | 97 | · | ·
COC(=O)c1cc2sccc2n1CC(=O)Nc1cc(OC)cc(OC)c1 | 99 | 104 | 103 | 20 | 6 | 10 | 98 | 104 | 104 | 9 | -2
CC(C)Oc1cccc(C(=O)C2CCCN(S(=O)(=O)C(C)C)C2)c1 (stereo not given) | 102 | 100 | 100 | 24 | -30 | 4 | 98 | 100 | 103 | 8 | 11
COc1cccc2cc(C(=O)C3=C(O)C(=O)N(Cc4ccco4)C3c3cccnc3)oc12 (stereo not given) | 92 | 94 | 92 | 29 | -3 | 13 | 90 | 92 | 96 | 9 | ·
O=C(c1cccc(Cl)c1)c1nn(-c2ccccc2)c(=O)cc1C(F)(F)F | 94 | 95 | 95 | 18 | 21 | 6 | 94 | 97 | 97 | 10 | ·
O=C(COC(=O)c1cccnc1Cl)Nc1ccc2c(c1)OCO2 | 94 | 93 | 95 | 7 | -5 | -14 | 93 | 93 | 101 | 6 | 2
NC(=S)N(c1ccccc1)c1ccccc1 | 99 | 97 | 99 | 12 | -27 | 10 | 96 | 97 | 101 | 8 | -3
CCCn1c(SCC(=O)Nc2cccc(S(=O)(=O)NC3=NCCCCC3)c2)nc2ccccc2c1=O | 98 | 94 | 95 | 15 | -5 | 14 | 93 | 96 | 100 | 9 | 7
Cc1cc(NC(=O)Cn2cnc3c2c(=O)n(C)c(=O)n3C)n(-c2ccccc2)n1 | 108 | 98 | 100 | 40 | -16 | 1 | 98 | 103 | 102 | 7 | ·
O=C(CCCO)CCCCCCCCC[C@H]1N[C@H](CO)[C@@H](O)[C@@H]1O | 103 | 103 | 101 | 18 | -3 | 2 | 98 | 101 | 99 | 11 | 12
CCC(=O)Nc1ccc(S(=O)(=O)NCC2CCCO2)cc1 (stereo not given) | 105 | 105 | 105 | 24 | 0 | 24 | 102 | 104 | 100 | 13 | ·
Cc1cc2[nH]cnc2c([N+](=O)[O-])c1C | 97 | 95 | 101 | 19 | -22 | 9 | 96 | 98 | 100 | 10 | -9
O=C(O)c1cccc(NC(=O)c2ccc(Cl)c(S(=O)(=O)N3CCCCCC3)c2)c1 | 90 | 91 | 93 | 11 | -24 | -5 | 90 | 93 | 95 | 10 | 3
O=C(NCCCN1CCN(c2ccccc2F)CC1)C1CCC(=O)N1C1CCCCC1 (stereo not given) | 98 | 96 | 97 | 33 | -12 | 2 | 96 | 99 | 96 | 9 | -1
CCN1CCN(C(=O)C(C)Nc2ccc(OC)cc2OC)CC1 (stereo not given) | 98 | 96 | 96 | 15 | -52 | 8 | 91 | 95 | 105 | 9 | 2
O=C1C2C3C=CC(C2C(=O)N1C1CCCCC1)C1C(=O)N(C2CCCCC2)C(=O)C31 (stereo not given) | 103 | 100 | 96 | 5 | -31 | 5 | 102 | 98 | 92 | 8 | 10
Cc1ccc(C)c(NC(=S)NNC(=O)c2csc(C(C)C)c2)c1 | 104 | 102 | 100 | 20 | -55 | -48 | 99 | 104 | 100 | 22 | 3
CCNc1nc(OC)nc(Oc2ccc(=O)n(-c3ccccc3)n2)n1 | 98 | 98 | 97 | 30 | -20 | -1 | 95 | 98 | 99 | 8 | 0
Cc1ccc(SCCC(=O)Nc2cccnc2)cc1 | 95 | 96 | 94 | 16 | -20 | 1 | 93 | 91 | 90 | 9 | -9
COc1ccccc1/C=N/NC(=O)c1ccc(Cn2nc([N+](=O)[O-])cc2C)cc1 | 108 | 107 | 104 | 21 | -6 | 14 | 105 | 107 | 104 | 13 | 26
O=C(/C=C1\SC(=O)NC1=O)Nc1ccc(F)cc1 | 98 | 93 | 96 | 19 | 11 | 17 | 95 | 95 | 103 | 5 | 2
Cc1ccc(-c2nn(Cc3ccccc3)cc2/C=C/C(=O)O)cc1C | 95 | 98 | 98 | 58 | -19 | -13 | 95 | 100 | 98 | 11 | ·
O=C(Cn1c2ccc(F)cc2c2nc3n(c(=O)c21)CCS3)Nc1ccccc1F | 101 | 102 | 96 | 10 | 19 | -37 | 95 | 94 | 95 | 16 | ·
O=C(Nc1nnc(-c2ccncc2)o1)c1ccc(Br)s1 | 92 | 93 | 93 | 8 | -11 | -19 | 93 | 89 | 91 | 17 | ·
Cc1nn(C)c(C)c1/C=N/NC(=O)c1csc2ccccc12 | 105 | 102 | 103 | 36 | 1 | -9 | 100 | 102 | 102 | 7 | ·
FC(F)(F)c1cc(Cl)c2nnc(C(F)(F)Cl)n2c1 | 97 | 100 | 98 | 17 | 0 | -5 | 98 | 96 | 97 | 8 | 1
Cc1ccc2[nH]c3c(=O)n(CCN4CCNCC4)cnc3c2c1 | 102 | 100 | 99 | 21 | -10 | 2 | 98 | 98 | 99 | 35 | ·
CC1(C)CC(=O)C2=C(C1)N(Cc1ccco1)C(=O)C2(NC(=O)C1CCCCC1)C(F)(F)F (stereo not given) | 99 | 101 | 98 | 11 | -20 | 5 | 97 | 99 | 99 | 12 | 10
(list continues)
SMILES | Rac1 wt modul | Cdc42 wt GTP | Rab2 wt GTP | GSH bead fluor | Mcl1-Bid inh | Mcl1-Noxa inh | Rac1 act GTP bind | HRas wt GTP | Rab7 wt modul | Avidin bead fluor | Pf gamet viab
O=C(COC(=O)c1ccccc1NC(=O)c1ccco1)NCC1CCCCC1 | 95 | 95 | 96 | 12 | -9 | 7 | 96 | 97 | 94 | 13 | -2
CCNc1ccc(S(=O)(=O)N(C)C)cc1NCC(=O)Nc1ccccc1Br | 95 | 97 | 98 | 16 | -50 | 1 | 94 | 97 | 104 | 16 | 1
CCC(C)(C(=O)NC1CCCCC1)N(CC1CCCO1)C(=O)c1ccccn1 (stereo not given) | 103 | 103 | 103 | 30 | -17 | 6 | 97 | 100 | 101 | 13 | 22
COc1ccc(OC)c(NC(=O)C(CC(=O)O)NCc2ccco2)c1 (stereo not given) | 87 | 92 | 98 | 15 | -11 | 22 | 95 | 95 | 101 | 10 | 4
O=C(CCc1nnc(C2CCCCC2)o1)NCc1cccc(-n2cccn2)c1 | 98 | 95 | 100 | 15 | 2 | 5 | 96 | 97 | 107 | 1 | -5
CCOc1ccc(Oc2nc(NCC(C)C)nc(OC)n2)nn1 | 97 | 100 | 101 | 18 | -18 | 8 | 96 | 98 | 101 | 6 | ·
Cc1ccc(C(O)c2ccncc2)cc1 (stereo not given) | 101 | 103 | 100 | 16 | -8 | -3 | 99 | 99 | 99 | 36 | ·

An unsorted share of the library, and some 3% of all compounds hit somewhere here.
